# GSH bead fluor – GSH bead compound fluorescence profile. AID 1776. GSH beads flow cytometry, compound fluorescence 488/530 nm; stronger effect = higher value. actives 0.25% (n = 190,000). fluorescence (KMESF) at 10 µM; in the data active = fluorescence above about 89;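 also: glutathione beads carrying GST-tagged Bcl family fusion proteins plus one bare bead set; values are compound well signal with DMSO vehicle wells as background; inactives centre near 16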
# Bim-Bcl-W – inhibitors of Bim-Bcl-W interaction, human; Q92843; bead-based flow cytometry, Bim peptide-Bcl-W binding; inhibition, % at 10 µM; actives 0.02% (n = 190,000); AID 952;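 also: 0% = bound tracer without compound and 100% = peptide blocker; higher means less fluorescent Bim peptide bound to Bcl-W beads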
# Target sequence (Q92843 whole entry, looked up): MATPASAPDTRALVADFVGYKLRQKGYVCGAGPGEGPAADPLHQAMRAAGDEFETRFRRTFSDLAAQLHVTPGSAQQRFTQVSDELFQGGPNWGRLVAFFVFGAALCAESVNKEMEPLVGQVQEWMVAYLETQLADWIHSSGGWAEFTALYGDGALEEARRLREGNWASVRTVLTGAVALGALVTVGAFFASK
# ABCG2 inh – human ABCG2 inhibition, ABCB1 as counter-screen | inhibition, % at 6.6 µM | IgMXP3 cells, JC-1 efflux, flow cytometry | Q9UNQ0 | actives 0.1% (n = 190,000);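 active = inhibition above 80%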;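 also: 0% = DMSO and 100% = nicardipine control wells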
#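 Test system: ABCG2 IgMXP3 and barcoded ABCB1 CCRF-Adr cell mix; Schedule: cells with compound and JC-1, 10 min at 25 °C, rotating, no wash; Technique: flow cytometry of retained JC-1 fluorescence; Measure: % inhibition of efflux relative to nicardipine and DMSO; Controls: nicardipine high and DMSO low controls.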
# RGS4-Gao reg – human RGS4-Galphao interaction regulation; P09471; Multiplexed bead flow cytometry, RGS4-Galphao binding; actives lie on both sides; binding response (% of control), % at 10 µM; actives 0.33% (n = 220,000); in the data active = binding response below about 49% or above about 150%; inactive = in between;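 also: fluorescent Galphao activated with aluminum fluoride binding bead-coupled RGS4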
# Bim-Bcl-XL – human Bim-Bcl-XL interaction inhibition; Q07817; Bim peptide-Bcl-XL binding, bead flow cytometry, fluorescence; inhibition, % at 10 µM; actives 0.04% (n = 190,000); AID 1007
# Target sequence (Q07817 whole entry, looked up): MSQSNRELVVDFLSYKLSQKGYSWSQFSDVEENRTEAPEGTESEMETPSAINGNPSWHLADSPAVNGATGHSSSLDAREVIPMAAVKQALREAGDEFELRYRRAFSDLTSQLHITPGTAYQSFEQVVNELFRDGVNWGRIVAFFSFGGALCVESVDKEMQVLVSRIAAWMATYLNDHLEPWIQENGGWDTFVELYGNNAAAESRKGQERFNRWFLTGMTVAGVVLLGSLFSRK
# Bcl-2 Bim block – disrupts Bim peptide binding to human Bcl-2; P10415; Bead-based flow cytometry, Bim peptide-Bcl-2 binding; inhibition, % at 10 µM; actives 0.06% (n = 190,000); AID 950; in the data active = inhibition above about 40%; inconclusive = no clear call, values can overlap the other calls;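 also: 0% = no compound wells with probe peptide and 100% = reference peptide inhibitor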
# Target sequence (P10415 whole entry, looked up): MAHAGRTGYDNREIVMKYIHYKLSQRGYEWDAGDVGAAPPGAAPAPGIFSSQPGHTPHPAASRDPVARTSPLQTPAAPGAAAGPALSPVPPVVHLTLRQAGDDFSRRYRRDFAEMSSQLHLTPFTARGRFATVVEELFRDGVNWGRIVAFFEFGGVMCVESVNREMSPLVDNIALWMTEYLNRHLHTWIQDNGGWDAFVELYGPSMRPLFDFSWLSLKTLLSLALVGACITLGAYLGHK
# Bfl-1 Bim block – disrupts Bim binding to human Bfl-1; inhibition, % at 10 µM; actives 0.12% (n = 190,000); Bead-based flow cytometry, Bim-Bfl-1 binding inhibition;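 also: 0% = wells without compound plus tracer and 100% = blocker peptide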
# RGS7-Gao – modulates binding of RGS7 to human Galphao; P09471; Multiplexed bead flow cytometry; actives lie on both sides; binding response (% of control), % at 10 µM; actives 0.35% (n = 220,000); in the data active = binding response below about 49% or above about 150%; inconclusive = no clear call, values can overlap the other calls; inactive = in between;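 also: fluorescent Galphao held in activated GDP-AlF4 state binding bead-coupled RGS7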
# ABCB1 block – inhibitors of human ABCB1 transporter, ABCG2 counter-screen; P08183; CCRF-Adr cells, JC-1 efflux, flow cytometry; inhibition, % at 6.6 µM; actives 0.067% (n = 190,000); AID 1326; in the data active = inhibition above about 40%;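 also: 0% = vehicle and 100% = reference inhibitor; higher value means more JC-1 retained so stronger ABCB1 efflux block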
# Bcl-B Bim block – human Bim-Bcl-B interaction inhibition. Q9HD36. bead-based flow cytometry, Bim peptide-Bcl-B binding. inhibition, % at 10 µM. actives 0.073% (n = 190,000). AID 951;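 also: 0% = tracer peptide without compound and 100% = reference inhibitor peptide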
# Target sequence (Q9HD36 whole entry, looked up): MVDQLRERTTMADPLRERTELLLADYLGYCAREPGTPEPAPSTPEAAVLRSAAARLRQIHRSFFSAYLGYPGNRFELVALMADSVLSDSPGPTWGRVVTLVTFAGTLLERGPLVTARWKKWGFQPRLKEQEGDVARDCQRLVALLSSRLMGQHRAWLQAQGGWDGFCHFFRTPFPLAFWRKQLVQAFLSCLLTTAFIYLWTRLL
# RGS8-Gao reg – modulates binding of RGS8 to human Galphao; P09471; multiplexed bead flow cytometry; actives lie on both sides; response (percent of control binding), % at 10 µM; actives 0.34% (n = 220,000); in the data active = response below about 60% or above about 140%; inactive = in between;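 also: Galphao activated as the GDP aluminium fluoride complex binding bead-coupled RGS8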
# An asterisk follows results filed as active; u = inconclusive. Rule as the data show it, unless noted: active = inhibition above about 40%.
SMILES,GSH bead fluor,Bim-Bcl-W,ABCG2 inh,RGS4-Gao reg,Bim-Bcl-XL,Bcl-2 Bim block,Bfl-1 Bim block,RGS7-Gao,ABCB1 block,Bcl-B Bim block,RGS8-Gao reg
Cc1sc2ncn(CC(=O)N3CCOCC3)c(=O)c2c1-c1ccccc1,16,0.0,1.7,103.8,0.0,1.0,-2.0,99.7,1.1,1.0,104.4
Cc1ccc(S(=O)(=O)N2CCN(C)CC2)cc1-c1nnc2c3ccccc3c(C)nn12,24,0.0,1.0,100.9,-3.0,-8.0,-21.0,104.3,5.2,-3.0,103.2
COc1ccc(-n2c(Cn3c(=O)sc4ccccc43)nnc2SCC(=O)N2CCCCC2)cc1,17,0.0,3.2,102.0,-3.0,-6.0,-10.0,101.1,2.8,-3.0,99.4
Cc1nc(S(=O)(=O)NC2CCCCC2)c(C#N)c(C)c1Cl,17,-2.0,2.6,99.2,-3.0,-1.0,-3.0,102.9,0.7,-4.0,100.4
O=c1[nH]c(SCCOc2cccc3ccccc23)nc2ccccc12,10,0.0,8.2,102.8,0.0,3.0,5.0,97.5,0.6,0.0,99.0
Cc1nc2sc(C(c3ccco3)N3CCC(Cc4ccccc4)CC3)c(O)n2n1 (stereo not given),22,2.0,1.1,100.9,-5.0,-3.0,-10.0,102.8,0.3,-6.0,99.4
COC(=O)N(C)CCCC1(C)C(=O)N(C)c2ccc(O)cc21 (stereo not given),7,1.0,2.6,108.5,0.0,-1.0,-10.0,106.4,0.8,-7.0,102.0
CC(=O)c1nn(-c2cccc(Br)c2)cc1C(=O)c1ccc(C)cc1,56,8.0,-0.8,100.6,4.0,0.0,-9.0,98.6,-0.4,-2.0,100.3
Cc1nc(S(=O)(=O)Cc2ccccc2)nc2c1CCC2,11,-1.0,1.4,102.9,0.0,0.0,-4.0,113.4,0.6,-2.0,104.5
Cc1cc(C)nc(NC2=NCC(=O)N2CCc2c[nH]c3ccccc23)n1,33,-5.0,9.8,102.9,5.0,-1.0,0.0,102.1,0.6,-2.0,110.7
CCC(=O)OCCNc1cc(Sc2nccn2C)c2nonc2c1[N+](=O)[O-],15,6.0,9.4,94.6,-4.0,0.0,25.0,92.0,1.0,-7.0,92.0
O=[N+]([O-])c1ccc(COc2ccc(CNc3ccccc3)cc2)cc1,25,0.0,2.2,93.6,-1.0,1.0,0.0,95.5,2.0,0.0,97.5
COc1ccc(/C=N/NC(=O)CC(=O)NCc2cccnc2)c(OC)c1,15,0.0,-3.1,107.6,0.0,-2.0,-5.0,106.9,-0.5,0.0,102.6
Cc1ccc(OCC(=O)N2CC(C)OC(C)C2)c([N+](=O)[O-])n1 (stereo not given),14,-1.0,2.0,102.8,-4.0,-1.0,-2.0,99.5,1.0,-2.0,97.9
CCc1cc(-c2n[nH]c(C)c2-c2nc3ccccc3n2C)c(O)cc1O,21,4.0,-0.4,99.3,2.0,0.0,-1.0,96.5,-0.2,2.0,99.0
Cc1ccc(-n2c(C)nc3c(cnn3-c3ccc(F)cc3)c2=O)cc1C,12,0.0,3.8,97.8,0.0,-7.0,0.0,99.3,0.9,-1.0,98.4
CSc1nc2[nH]ncc2c(=O)[nH]1,5,-2.0,0.0,96.7,0.0,-1.0,0.0,94.7,0.1,-8.0,99.0
CCSc1nnc(NC(=O)CSc2nnc(C)c(=O)n2N)s1,20,-2.0,4.8,98.2,0.0,0.0,0.0,101.5,0.7,2.0,102.5
O=C(O)CSc1nccc2ccccc12,20,-1.0,1.1,100.1,0.0,3.0,5.0,97.8,0.1,2.0,93.0
C=CCn1c(C)cc(C(=O)CSc2nnc(-c3cccc(S(=O)(=O)N(CC)CC)c3)o2)c1C,41,2.0,19.5,91.3,7.0,-7.0,-10.0,89.4,9.4,-8.0,94.7
Cc1ccc(NC(=O)C2CCCN(S(=O)(=O)c3c(C)noc3C)C2)cc1 (stereo not given),9,-3.0,13.9,101.2,-5.0,-3.0,-8.0,106.6,0.3,-4.0,102.8
CCOC(=O)N1CCN(C(=O)CN2C(=O)COc3ccc(C)cc32)CC1,25,0.0,-1.8,97.8,-7.0,-9.0,-15.0,102.3,0.1,-7.0,100.1
CCN(CC)S(=O)(=O)c1ccc2c(c1)nc(CCC(=O)Nc1cccc(C(F)(F)F)c1)n2CC,24,0.0,8.6,104.8,-1.0,-4.0,-4.0,100.0,1.6,-1.0,102.3
COc1cccc(-c2cc(C(=O)N3CC4(C)CC3CC(C)(C)C4)no2)c1 (stereo not given),12,-2.0,4.8,90.2,-2.0,0.0,-2.0,91.5,0.9,0.0,93.0
Cc1cc2c(cc(C(=O)OCC(=O)NCc3cccs3)n2C(C)C)o1,6,0.0,0.7,95.5,-3.0,0.0,-1.0,94.2,0.2,-3.0,92.3
# More results follow.
SMILES,GSH bead fluor,Bim-Bcl-W,ABCG2 inh,RGS4-Gao reg,Bim-Bcl-XL,Bcl-2 Bim block,Bfl-1 Bim block,RGS7-Gao,ABCB1 block,Bcl-B Bim block,RGS8-Gao reg
Cc1[nH]c2c(C)cccc2c1CCNC(=O)C1CCCCC1C(=O)OCC(F)(F)F (stereo not given),13,-4.0,-2.7,94.3,-4.0,-4.0,-12.0,98.4,-0.6,-4.0,100.1
COc1cccc(C(O)c2nc3ccccc3n2C(C)C)c1 (stereo not given),24,-4.0,2.6,112.8,-4.0,-2.0,0.0,110.7,0.9,0.0,111.3
Cc1cc(C)c(-c2csc(Cc3nc(-c4cc5ccccc5oc4=O)cs3)n2)cc1C,7,-2.0,-1.1,102.0,-2.0,-1.0,-2.0,100.8,-0.3,-5.0,98.2
Cc1c(-c2nc(N)nc(Nc3ccccc3F)n2)oc2ccccc12,21,-1.0,4.3,97.9,-1.0,-2.0,-2.0,98.4,0.4,0.0,98.8
COc1ccccc1CNC(=O)c1ccc(OC(F)F)c(OC)c1,11,-3.0,14.2,99.7,-2.0,-3.0,-2.0,101.0,0.2,1.0,98.6
Brc1ccc(CSc2nnc(-c3cnccn3)n2Cc2ccco2)cc1,31,0.0,4.0,94.8,0.0,0.0,-2.0,98.8,0.5,-1.0,100.4
O=C(CSc1nc2ncc(Cl)cc2[nH]1)NC1CCS(=O)(=O)C1 (stereo not given),12,4.0,0.2,97.2,-1.0,0.0,-6.0,u,0.1,-4.0,101.4
CCCC(=O)Nc1c(C(=O)OCC)[nH]c2ccccc12,24,2.0,-0.5,96.8,-1.0,-4.0,-11.0,95.5,-2.3,-6.0,101.4
CCCN(c1ccc(C(C)C)cc1)S(=O)(=O)c1c(C)noc1C,31,2.0,1.4,101.1,0.0,-9.0,-12.0,101.5,0.5,-5.0,103.2
CCOc1cccc(CN2CCCC(C(=O)c3cccc(C(F)(F)F)c3)C2)c1O (stereo not given),27,0.0,1.3,101.5,-2.0,-2.0,-6.0,93.8,1.2,-5.0,102.3
COc1ccc(NC(=S)Nc2ccc3nccnc3c2)cc1,13,-6.0,3.1,100.6,-5.0,-8.0,-8.0,101.2,0.3,-2.0,103.9
CC1=C(C(=O)N2CCOCC2)C(c2ccc(O)cc2)NC(=S)N1 (stereo not given),10,-3.0,4.2,101.0,-7.0,0.0,2.0,103.8,0.8,-15.0,101.3
O=P(Cc1ccccc1O)(c1ccccc1)c1ccccc1,20,-7.0,-0.5,97.2,-8.0,-5.0,-6.0,96.1,0.0,-10.0,99.2
COc1cccc(C2CC(c3cccc(C)c3)n3ncnc3N2)c1 (stereo not given),25,0.0,-4.3,97.7,-1.0,-8.0,-10.0,100.7,-3.0,-6.0,99.7
O=C(CN1CCOCC1)OCCCc1ccccc1,13,1.0,0.5,105.0,0.0,0.0,0.0,102.8,0.0,1.0,104.8
[O-]/[N+](=C\c1cccc(Br)c1)c1ccccc1,8,0.0,-1.2,96.3,0.0,0.0,-3.0,97.3,-0.1,17.0,95.3
COn1c(SCc2cccc(Cl)c2)nc2ccccc2c1=O,9,0.0,4.7,106.0,-1.0,-2.0,0.0,106.0,0.7,-1.0,103.2
Cc1cnc(C(=O)OCC(=O)Nc2cc(Cl)cc(Cl)c2)cn1,6,-3.0,0.5,108.6,-5.0,-1.0,-1.0,107.0,0.2,-1.0,104.8
CC(C)C(=O)OC/C(O)=C(\C#N)c1nc2ccccc2[nH]1,12,-2.0,4.0,98.8,0.0,3.0,-4.0,92.6,-0.7,-1.0,99.2
C/C(N)=C(/C#N)C(=O)CSc1nc2ccccc2c(=O)n1-c1ccccc1C,11,-5.0,21.2,98.5,-8.0,0.0,0.0,98.3,8.4,-7.0,101.2
Cc1cc(=O)oc2cc(OCC#N)ccc12,24,1.0,2.5,106.3,-4.0,-12.0,-13.0,105.0,0.5,-5.0,108.7
COC(=O)c1ccccc1S(=O)(=O)N(Cc1ccco1)Cc1cc2cc(OC)ccc2[nH]c1=O,28,1.0,11.1,95.1,-4.0,-5.0,-8.0,94.7,0.3,-9.0,96.3
NC(=O)c1ccc(NC(=O)COC(=O)C2(c3cccc(F)c3)CCCC2)cc1,21,0.0,0.2,102.4,-1.0,-3.0,-3.0,104.0,-0.1,0.0,103.8
CC1(C)CN(c2cccc(-c3ccnc4ncnn34)c2)C1=O,15,-1.0,0.0,104.9,-1.0,-3.0,-5.0,102.7,0.0,-6.0,101.8
CC(=O)N/C(=C/c1ccccc1)C(=O)NCCO,32,0.0,1.3,105.6,-8.0,-5.0,-14.0,105.2,1.0,-2.0,102.9
CC(=O)c1c(N2CCCCC2)nc(=O)n(-c2ccccc2)c1C,17,-1.0,2.6,106.4,0.0,-3.0,-3.0,88.3,0.5,3.0,108.5
O=C(CCCn1c(=O)[nH]c2cc(Cl)ccc2c1=O)NCCCN1CCN(c2ccc(F)cc2)CC1,11,-1.0,5.0,100.5,-2.0,0.0,-5.0,103.9,0.3,-1.0,102.4
COC(=O)C(C)Sc1nnc(Cc2cc(=O)[nH]c(=O)[nH]2)n1-c1ccc(OC)cc1 (stereo not given),13,0.0,0.8,94.4,-2.0,-6.0,-11.0,97.5,-0.1,-5.0,99.9
O=S(=O)(Cc1ccccc1)c1cnc2ccccc2n1,24,-1.0,7.7,100.1,-11.0,-12.0,-20.0,100.4,0.6,-10.0,99.5
Cc1ccc(C)c(Nc2ncnc(N)c2[N+](=O)[O-])c1,11,-4.0,24.0,98.8,-3.0,-9.0,-15.0,102.6,0.4,-4.0,99.0

# Part of the list above, with values under each structure.
# The line under a structure holds: GSH bead fluor	Bim-Bcl-W	ABCG2 inh	RGS4-Gao reg	Bim-Bcl-XL	Bcl-2 Bim block	Bfl-1 Bim block	RGS7-Gao	ABCB1 block	Bcl-B Bim block	RGS8-Gao reg
- C/C(N)=C(/C#N)C(=O)CSc1nc2ccccc2c(=O)n1-c1ccccc1C
  11	-5.0	21.2	98.5	-8.0	0.0	0.0	98.3	8.4	-7.0	101.2
- Cc1cc(=O)oc2cc(OCC#N)ccc12
  24	1.0	2.5	106.3	-4.0	-12.0	-13.0	105.0	0.5	-5.0	108.7
- COC(=O)c1ccccc1S(=O)(=O)N(Cc1ccco1)Cc1cc2cc(OC)ccc2[nH]c1=O
  28	1.0	11.1	95.1	-4.0	-5.0	-8.0	94.7	0.3	-9.0	96.3
- NC(=O)c1ccc(NC(=O)COC(=O)C2(c3cccc(F)c3)CCCC2)cc1
  21	0.0	0.2	102.4	-1.0	-3.0	-3.0	104.0	-0.1	0.0	103.8

# Screens: PubChem, NMMLSC

# Random draw from the library. Share with any hit: about 1.1%.
